VIM-2 inh: inhibitors of Pseudomonas aeruginosa VIM-2 metallo-beta-lactamase; purified VIM-2, nitrocefin hydrolysis, epi-absorbance fluorescence; inhibition, % at 5.6 µM; 290,000 tested, 0.89% active;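 active = inhibition above the mean of all tested compounds plus 3 SD, cutoff set per screening run, cut at about 7.5% in these data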;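 also: red hydrolysis product quenches plate fluorescence so inhibitors raise well fluorescence; 0% = enzyme with DMSO and 100% = DMSO without enzyme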
GalR3 antag: antagonists of human GalR3; O60755; AID 651719; 360,000 tested, 0.44% active; inhibition, % at 3 µM; HEK293 GalR3-CNG cAMP membrane potential fluorescence; galR3 body fused to GalR1 C-terminus;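 active = inhibition above the screen-wide average plus 3 SD, cut at about 13% in these data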;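 also: forskolin and galanin both at EC90 stimulate the cells; cAMP rise reported by CNG channel membrane potential dye signal; 0% = forskolin plus galanin with DMSO and 100% = forskolin alone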
Target sequence (O60755 1-299 limits assumed): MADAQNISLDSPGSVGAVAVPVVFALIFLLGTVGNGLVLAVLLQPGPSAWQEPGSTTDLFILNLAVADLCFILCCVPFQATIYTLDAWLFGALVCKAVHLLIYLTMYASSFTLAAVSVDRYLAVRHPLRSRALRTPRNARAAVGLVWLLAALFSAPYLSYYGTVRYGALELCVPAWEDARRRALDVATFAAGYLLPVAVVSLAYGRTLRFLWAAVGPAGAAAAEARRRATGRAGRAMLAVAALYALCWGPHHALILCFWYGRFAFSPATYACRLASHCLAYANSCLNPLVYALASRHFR
pCIP destab: lowers stability of the mouse p/CIP coactivator protein | Q05BA5 | F442A p/CIP-EGFP cells, EGFP fluorescence, 16 h | decrease of EGFP signal, % at 10 µM | 290,000 tested, 0.01% active | AID 1984;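 active = EGFP signal decrease of at least 30% at 10 µM or well 3 SD below plate mean, unless failing retest; inactive = the rest, including hits failing retest or dose response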; also: some compounds called inactive have numbers as strong as hits; many of its hits are not listed in these tables
NS3 helicase inh: blocks Hepatitis C virus NS3 helicase unwinding | 290,000 tested, 0.56% active | AID 1800 | NS3 helicase DNA unwinding, Cy5 molecular beacon fluorescence | inhibition, % at 10.9 µM;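 active = inhibition above the mean of all tested compounds plus 3 SD, set per campaign, cut at about 35% in these data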;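 also: 0% = DMSO wells and 100% = thioflavine S control wells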
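Assay system – hepatitis C virus NS3 helicase domain fragment enzyme · Buffer or medium – MOPS pH 6.5, MgCl2, DTT, Tween20, BSA · Reagent – Cy5/quencher beacon DNA duplex and ATP to start · Compound – single 10.9 µM dose · Timing – 1 h at 25 °C · Technique – Cy5 beacon fluorescence read at start and 1 h · Measure – % inhibition of unwinding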
IMP-1 inhibitor: inhibitors of Pseudomonas aeruginosa IMP-1 metallo-beta-lactamase; purified IMP-1, nitrocefin hydrolysis, epi-absorbance fluorescence; inhibition, % at 5.6 µM; 290,000 tested, 0.45% active;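 active = inhibition above the mean plus 3 SD of all compounds in the same screening run, cut at about 4.5% in these data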;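 also: 0% = IMP-1 with DMSO and 100% = DMSO wells lacking enzyme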
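assay system = purified recombinant IMP-1 metallo-beta-lactamase enzyme | schedule = 15 min preincubation plus 25 min reaction at 25 °C | signal = Epi-absorbance fluorescence, 480 nm excitation, 530 nm emission | read-out basis = percent inhibition from optical density relative to buffer-blank wells | controls = IMP-1 with DMSO as 0%, enzyme-free DMSO as 100%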
CRFR2-BP antag: blocks CRF-induced signaling of the CRF-BP/CRF-R2 complex; HEK293 CRF-R2/CRF-BP, CRF-induced calcium fluorescence; inhibition, % at 11.8 µM; 350,000 tested, 0.59% active;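 active = inhibition of the ligand-induced calcium signal above about 50% at the single tested concentration, limit read from the data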
SUMO HTRF inh: SUMOylation inhibition; P63279; HTRF SUMOylation assay, SAE1/SAE2 + UBC9, in vitro; inhibition, % at 35 µM; 290,000 tested, 0.36% active; AID 2006; in the data active = inhibition above about 50%, passing the limit was not always enough; also: strong numbers were not always called active
Target sequence (P63279 whole entry, looked up): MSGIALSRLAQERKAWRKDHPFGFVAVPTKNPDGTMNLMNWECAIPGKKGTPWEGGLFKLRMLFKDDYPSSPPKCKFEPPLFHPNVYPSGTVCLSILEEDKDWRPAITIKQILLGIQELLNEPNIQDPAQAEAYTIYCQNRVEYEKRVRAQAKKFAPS
IDE cell activ: boosts human insulin-degrading enzyme activity in HEK cells; P14735; FAbeta-B cleavage, fluorescence polarization; 0% vehicle, 100% cell-free pure enzyme wells; activation, % at 5.96 µM; 340,000 tested, 0.073% active; AID 493087;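 active = activation above the mean of all tested compounds plus 3 SD, set per screening campaign, cut at about 17% in these data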
IDE inh: cellular human IDE inhibition; HEK cells, FAbetaB cleavage, fluorescence polarization; inhibition, % at 5.59 µM; 320,000 tested, 0.41% active; AID 434962;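 active = percent inhibition above the average of all tested compounds plus 3 SD, set per screening campaign, cut at about 16% in these data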;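 also: IDE supplied by intact live HEK cells; FP after avidin binding of uncleaved biotin substrate so inhibition keeps polarization high; 0% = DMSO wells and 100% = 60 µM reference IDE inhibitor Ii1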
Active calls of the source: *; · = no result given. Compounds as they come. About 3.2% of those tested had a hit in this group.

SMILES	VIM-2 inh	GalR3 antag	pCIP destab	NS3 helicase inh	IMP-1 inhibitor	CRFR2-BP antag	SUMO HTRF inh	IDE cell activ	IDE inh
CN(C)c1cccc(C(=O)N/C=C/n2cnc3cc(C(F)(F)F)ccc32)c1	-3.0	-10	-11	0	-4.1	-53	5	-9	5
O=C(/C=C/c1ccccc1)NNC(=O)c1cccnc1	-4.3	-1	0	3	-3.8	25	18	-1	-5
O=C(Cc1ccccc1)NNC(=S)NC(=O)c1cccs1	-3.2	-6	-3	0	-1.8	-7	-13	·	7
Cc1csc2nc(SCC(=O)N3CCN(c4ccccc4)CC3)[nH]c(=O)c12	6.9	4	7	0	-3.0	-8	9	6	-2
Cc1ccc(OCC(=O)Nc2ccc(N3CCN(S(C)(=O)=O)CC3)cc2)cc1C	-3.6	-2	3	3	-2.2	-6	7	6	3
NC(=O)C1CCN(C(=O)COc2cccc3cccnc23)CC1	-2.5	1	-11	-5	-1.2	8	20	5	-2
COc1ccc(C(=O)NCc2cccnc2)cc1	-0.7	-5	10	1	-1.7	14	1	-7	-5
CCC(=O)Nc1ccc(C(=O)n2nc(C)cc2C)cc1	-3.9	-3	8	12	-3.5	-12	-2	3	4
CCOC(=O)c1c(NC(=O)C2C3C=CC(C3)C2(C)C(=O)O)sc2c1CCCC2 (stereo not given)	-0.6	0	1	27	-4.3	15	8	9	0
Cc1cccc(OCc2nnc(SCC(=O)Nc3nccs3)o2)c1	-3.2	-7	-9	5	-3.9	-4	10	4	-2
CC(C)CN(c1ccccc1)S(=O)(=O)c1nnc(NC(=O)C(C)C)s1	-2.1	2	-1	14	-1.8	5	15	0	-4
CCOC(=O)Cn1c(C)[n+](CC(=O)c2ccccc2)c2ccccc21	-2.8	-6	-9	-20	-2.6	-10	5	10	-2
COc1ccc(-c2cc(C(=O)NCCN3CCOCC3)c3cc(C(C)C)ccc3n2)cc1	-6.8	-5	-9	-41	-1.1	-1	·	3	-1
COc1ccc(Cl)cc1S(=O)(=O)N(C)CC(=O)NCCCn1ccnc1	-3.1	-4	14	-6	-3.7	5	-5	0	-9
COc1cccc(/C=N/NC(=O)C(=O)N2CCCC2)c1	-7.2	-1	·	4	-3.5	2	·	1	1
O=C(COC(=O)COc1ccccc1)NC1CCS(=O)(=O)C1 (stereo not given)	·	2	·	·	·	-2	·	-3	-2
CCOc1ccc(NC(=O)COC(=O)C2CC2C)cc1 (stereo not given)	·	-4	·	·	·	-4	·	4	3
COc1ccc(S(=O)(=O)N(C)CC(=O)NCCCn2ccnc2)cc1Cl	-4.0	-8	-14	11	-3.7	-6	-10	2	5
Cc1ccc(C(=O)CC2(O)C(=O)N(Cc3ccccc3)c3ccccc32)o1 (stereo not given)	-4.0	0	-2	18	-4.2	-2	0	-3	2
CC1(C(=O)N2CCOCC2)CCCCC1	-1.3	5	-4	-5	-1.8	10	-1	2	·
CC(C)OC(=O)CSc1nc2c(c(C3CC=CCC3)c1C#N)CCC2 (stereo not given)	-0.9	-3	6	6	-2.6	23	-21	0	2
O=C(O)CC1S/C(=N/N=C2CCCCC2)N(c2ccccc2)C1=O (stereo not given)	-4.7	-12	-14	9	-2.7	10	16	5	-1
Cc1ccc(C2=NS(=O)(=O)N(C)C(C(=O)N(C)C3CCCCC3)=C2)cc1	-0.1	-1	-4	-10	-0.6	-33	1	3	4
CCOC(=O)N1CCN(c2cc3nccnc3cc2F)CC1	-2.4	-7	9	3	-1.2	32	20	3	-5
COC(=O)C(Cc1c[nH]c2ccccc12)NC(=O)c1cccc(S(=O)(=O)N2CCCCC2)c1 (stereo not given)	·	-6	·	·	·	0	·	1	-4

The final 2 records of the part before open the next one:
SMILES	VIM-2 inh	GalR3 antag	pCIP destab	NS3 helicase inh	IMP-1 inhibitor	CRFR2-BP antag	SUMO HTRF inh	IDE cell activ	IDE inh
CCOC(=O)N1CCN(c2cc3nccnc3cc2F)CC1	-2.4	-7	9	3	-1.2	32	20	3	-5
COC(=O)C(Cc1c[nH]c2ccccc12)NC(=O)c1cccc(S(=O)(=O)N2CCCCC2)c1 (stereo not given)	·	-6	·	·	·	0	·	1	-4
CC(C)Oc1ccc(CCc2nnc(SC(C)C(=O)O)n2-c2ccccc2)cc1 (stereo not given)	-2.7	-5	6	13	-1.6	9	13	6	1
COc1ccc(-c2c(C)nc(N)nc2-c2ccc(OCc3ccc(C)cc3)cc2O)cc1OC	-3.9	-7	-6	-9	-3.2	-31	22	5	5
COc1nccnc1NS(=O)(=O)c1ccc(NC(=S)NC(=O)c2ccccc2)cc1	-1.1	-3	-8	4	-1.9	10	-2	0	3
COc1ccc(/C=C/C(=O)c2ccc3c4c(cccc24)CC3)cc1OC	0.7	-1	-16	-4	0.6	-16	-18	6	-3
O=S(=O)(c1ccc(OCc2nc3ccccc3s2)c(Cl)c1)N1CCOCC1	4.2	-6	4	0	-1.2	-21	3	-4	8
Cc1nc(-c2ccc(S(=O)(=O)NCc3ccccn3)s2)cs1	-4.0	-8	-11	-7	-4.0	-17	0	4	4
N/C(CCN1CCCCC1)=N/O	-1.1	-4	-4	6	-7.5	-4	17	-4	-2
COc1cc(C(=O)OC(C)C(=O)NCC2CCCCC2)cc(NC(=O)c2ccco2)c1OC (stereo not given)	-1.4	1	-6	-1	-1.3	-13	3	-2	-2
Cc1cc(C(=O)NCC(=O)OCC(=O)N(C)C2CCCCC2)ccc1[N+](=O)[O-]	-3.3	-2	-10	8	-1.9	-5	5	3	1
CCc1ccc(S(=O)(=O)N2CCN(c3ncccn3)CC2)cc1	-2.1	-2	2	-8	0.8	13	1	8	0
Cc1nc2scc(C)n2c(=O)c1S(=O)(=O)N1CCN(c2ccccn2)CC1	-0.7	-9	-7	-2	-4.2	-1	4	6	4
C#CC(C)OC(=O)Nc1cnccc1C(F)(F)F (stereo not given)	-4.1	1	8	-6	-3.2	1	-1	5	6
Cc1ccc2oc(C(=O)NCc3ncc(C)[nH]3)c(C)c2c1	0.2	-3	2	-11	2.0	-10	-5	7	-5
Cc1ccsc1/C=N/NC(=O)c1cccc(S(=O)(=O)Nc2ccccc2Cl)c1	-4.6	1	-2	13	-2.8	11	18	4	1
Cc1ccc(-c2csc(NC(=O)CSc3nc(C)cc(=O)[nH]3)n2)cc1	-1.2	-8	-6	3	-6.5	-18	19	·	0
C/C(=C/C(=O)N1CCN(C)CC1)C(=O)O	-1.0	-5	9	7	-4.7	-13	-6	3	1
CC(C)CCn1cnc2c(cnn2-c2ccc(Cl)cc2)c1=O	-1.6	-5	12	-2	-2.1	-1	-13	6	3
Cc1ccccc1C(=O)NCCN1CCOCC1	-3.8	-3	-14	-2	-1.3	-3	-4	7	0
O=C(CN1CCN(c2ccc(O)cc2)CC1)Nc1cc(S(=O)(=O)N2CCCC2)ccc1Cl	-0.6	-5	9	10	-2.0	-18	0	4	-4
O=C(NCc1cccnc1)c1ccc(-c2ccc(Cl)cc2)o1	-1.9	-6	-20	-13	-1.4	7	18	-2	5
COc1ccc(C2C(=O)N(C3CCCCC3)CC(=O)N2Cc2ccc3c(c2)OCO3)cc1 (stereo not given)	-0.1	-7	-6	-3	-0.1	-45	7	-2	5
CCCCn1nnnc1SCC(=O)Nc1cccc(C)c1	-1.8	-7	-2	-5	-2.5	-4	-4	-2	-8
CCOC(=O)c1c(NC(=O)C(F)(OC)C(F)(F)F)sc(C(=O)N2CCCCC2)c1C (stereo not given)	-2.9	-6	-2	13	-2.0	-18	-2	-5	0
Cc1ccc(S(=O)(=O)NCC(=O)N(CC(=O)NCc2ccco2)Cc2ccc3c(c2)OCO3)cc1	-3.9	2	-8	7	-5.8	-14	12	5	0
O=C1NC(=O)/C(=C\c2ccccc2OCc2ccc([N+](=O)[O-])cc2)N1	-2.3	-1	-8	-4	-2.0	20	12	-1	3
COc1ccc(C(=O)N/N=C/c2ccc(OC)c(COc3ccccc3)c2)cc1	-3.2	-4	-6	-8	-2.2	8	-11	4	4
Cc1ccc(OCC(=O)Nc2ccc3c(c2)C(=O)NC3=O)c(C)c1	-1.5	-4	-14	0	-1.4	-8	3	2	-4
O=C(NCC(c1ccco1)N1CCCC1)c1cn(Cc2ccccc2)nc1-c1ccccc1 (stereo not given)	·	-4	·	·	·	-11	·	2	-2
COc1cccc(/C=N/NC(=O)C(C)Cn2cnc3ccccc32)c1 (stereo not given)	-2.8	-1	-10	-7	-2.4	0	6	·	7
O=C(N=C1SC2CS(=O)(=O)CC2N1CCc1ccc(F)cc1)C1CCCCC1 (stereo not given)	-5.1	-10	-2	-20	0.0	-25	6	4	10

Part of the list above, bar-delimited.
smiles | VIM-2 inh | GalR3 antag | pCIP destab | NS3 helicase inh | IMP-1 inhibitor | CRFR2-BP antag | SUMO HTRF inh | IDE cell activ | IDE inh
Cc1ccc(S(=O)(=O)NCC(=O)N(CC(=O)NCc2ccco2)Cc2ccc3c(c2)OCO3)cc1 | -3.9 | 2 | -8 | 7 | -5.8 | -14 | 12 | 5 | 0
Cc1ccc2oc(C(=O)NCc3ncc(C)[nH]3)c(C)c2c1 | 0.2 | -3 | 2 | -11 | 2.0 | -10 | -5 | 7 | -5
COc1ccc(-c2c(C)nc(N)nc2-c2ccc(OCc3ccc(C)cc3)cc2O)cc1OC | -3.9 | -7 | -6 | -9 | -3.2 | -31 | 22 | 5 | 5
O=C(NCc1cccnc1)c1ccc(-c2ccc(Cl)cc2)o1 | -1.9 | -6 | -20 | -13 | -1.4 | 7 | 18 | -2 | 5

Screening results as filed in PubChem BioAssay.
